HCMV antiviral – inhibitors of human cytomegalovirus; HFF cells, HCMV-luciferase reporter, 72 h; hits give low values; activity change, negative = inhibition, % at 57.5 µM; 4.5% of 410,000 active; in the data active = activity change below about -60%; inconclusive = no clear call, values can overlap the other calls; inactive = above about -39%
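Inhibition of viral replication was scored as loss of reporter luminescence in HFFs infected with HCMV-luciferase (MOI 1 PFU/cell) for 72 h; compounds tested at 2 doses, normalized to buffer and Salinomycin controls.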
AMA1 RON2 block – AMA1-RON2 (P. falciparum) interaction inhibition. Potency, µM (titrated, usually from 58.2 µM), inactives show at the highest dose activity change, negative = inhibition, most hits filed as inhibitors. 0.2% of 360,000 active. AlphaScreen AMA1-biotinylated RON2 peptide binding. AID 720542;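 also: potency is read from the fitted curve at half-maximal effect; 0% = vehicle wells and -100% = peptide control; nearly all actives have a fitted effect of over 45% in size; some results filed as inactive show a strong effect at the top dose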
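AMA1 (3D7) with his tag at 25 nM final met compounds first, then biotinylated RON2 peptide at 25 nM; detection used donor plus acceptor beads, 10 µg/mL apiece, read by AlphaScreen after 30 min at room temperature.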
HCV inhibitor – HCV inhibition. Huh7.5.1 HCVcc-Cre infection, luciferase reporter, 44 h. Potency, µM (doses to about 41.8 µM), inactives show at the top dose activity change, negative = inhibition, most hits filed as inhibitors. 3.4% of 340,000 active. AID 651820; also: potency is read from the fitted curve at half-maximal effect
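Infectious HCVcc-Cre (~0.5 moi) was added to cells just after compound, with cells seeded 4 h earlier at 1,000 per well. Luciferase activity after 44 h culture reported infection; substrate was incubated 15 min at room temperature before reading.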
Sm TGR inh – S. mansoni TGR enzyme inhibition; Q962Y6; purified TGR, DTNB reduction, TNB absorbance 405 nm; Potency, µM (highest dose often 114 µM), for inactives: at the highest dose activity change, negative = inhibition, hits mostly inhibitors; 3% of 360,000 active; AID 485364; also: potency is read from the fitted curve at half-maximal effect; nearly all actives have a fitted effect of over 60% in size
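First, TGR (20 nM dispensed) and NADPH were mixed with compound. Second, a 15 min room-temperature incubation followed. Third, further NADPH and then DTNB were added to start the reaction. Finally, TNB absorbance was monitored kinetically.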
AmpC detergent – blocks E. coli AmpC beta-lactamase in detergent assay; P00811; AmpC hydrolysis of nitrocefin, absorbance 480 nm, 0.01% Triton; Potency, µM (highest dose often 114 µM), for the others: at the highest dose activity change, negative = inhibition, most hits filed as inhibitors; AID 485294; 0.041% of 370,000 active;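 also: potency is read from the fitted curve at half-maximal effect; 0% = no-compound wells and -100% = no-enzyme wells; nearly all actives have a fitted effect of over 25% in size; some results filed as inactive show a strong effect at the top dose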
Target sequence (P00811 whole entry, looked up): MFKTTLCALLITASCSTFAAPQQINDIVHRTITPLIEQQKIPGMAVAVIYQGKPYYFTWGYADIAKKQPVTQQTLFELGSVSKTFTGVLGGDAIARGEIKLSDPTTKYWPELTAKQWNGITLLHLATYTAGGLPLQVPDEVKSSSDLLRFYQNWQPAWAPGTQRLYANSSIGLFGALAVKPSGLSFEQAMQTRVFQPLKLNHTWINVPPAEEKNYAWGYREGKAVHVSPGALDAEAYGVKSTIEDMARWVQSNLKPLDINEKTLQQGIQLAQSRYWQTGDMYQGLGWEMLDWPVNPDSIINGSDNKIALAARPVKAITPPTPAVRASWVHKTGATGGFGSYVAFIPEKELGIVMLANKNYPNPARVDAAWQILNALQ
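AmpC (5.3 nM in the dispensed reagent) in 20 mM phosphate pH 7.0 with 0.01% (detergent screen) or 0.0001% Triton X-100 was preincubated with compounds for 15 min at room temperature. Nitrocefin was then added from an 800 uM solution, and hydrolysis was followed at 480 nm.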
Giardia FBPA inh – inhibitors of Giardia lamblia fructose-1,6-bisphosphate aldolase | 0.71% of 290,000 active | purified Giardia FBPA | Potency, µM (series often up to 59.6 µM), for the others: at the highest dose activity, negative = inhibition, most hits filed as inhibitors; also: potency is read from the fitted curve at half-maximal effect; nearly all actives have a fitted effect of over 55% in size
Target sequence (A8B2U2 whole entry, looked up): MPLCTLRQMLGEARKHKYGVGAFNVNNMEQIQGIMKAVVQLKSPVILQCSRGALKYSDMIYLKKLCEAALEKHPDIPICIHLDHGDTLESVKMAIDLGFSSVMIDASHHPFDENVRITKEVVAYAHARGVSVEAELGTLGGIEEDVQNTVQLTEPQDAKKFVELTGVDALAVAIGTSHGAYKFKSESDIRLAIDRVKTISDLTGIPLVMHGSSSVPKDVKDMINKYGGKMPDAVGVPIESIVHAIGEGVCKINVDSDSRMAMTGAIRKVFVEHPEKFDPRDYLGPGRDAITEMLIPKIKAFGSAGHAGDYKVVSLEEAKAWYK
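Giardia FBPA (40 nM reagent) was preincubated 10 min at RT with compound (up to 57.5 uM final), then substrate plus GAPDH/TPI/NAD/arsenate coupling system with diaphorase/resazurin was added; resorufin fluorescence (525/598 nm) was read after 20 min.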
* marks the source's active call; other numbers are inactive results; ? = inconclusive; · = not tested or not shown; [ ] = dose if it differs, or a comment. Unless noted, calls follow the shape of the dose curve; as a rule, active = well fitted curve in the direction sought with a large enough effect; inconclusive = small, poorly fitted or top-dose-only effect, or another doubt; inactive = no such curve, though single readings can be large; an effect the other way counts as inactive or inconclusive. Unless noted, % is scaled to controls: 0 for no effect and ±100 for the full control effect.

SMILES	HCMV antiviral	AMA1 RON2 block	HCV inhibitor	Sm TGR inh	AmpC detergent	Giardia FBPA inh
O=C1CSC(c2ccc(Cl)cc2)N1C1CCCCC1 (configuration not stated)	34	27%	9%	?	1%	14%
O=C(COC(=O)COc1ccccc1)NCc1ccccc1	-14	4%	16%	1%	-5%	4%
Cc1nn(C(C)C(=O)NCC2CCCO2)c(=O)c2cc3occc3n12 (configuration not stated)	-10	22%	29%	2%	0%	11%
COc1ccc(N(CC(=O)NCC2CCCO2)C(=O)CCC(=O)Nc2cc(C)on2)cc1OC (configuration not stated)	-17	2%	8%	2%	-6%	2%
CC(NC(=O)Cc1cccs1)C(c1cccs1)N1CCN(c2ccccc2)CC1 (configuration not stated)	-15	-4%	-10%	·	·	·
O=C(c1ccc(-n2cccn2)cc1)N1CCc2c([nH]c3ccccc23)C1c1ccccn1 (configuration not stated)	-3	9%	-10%	1%	6%	-12%
O=C(CSc1ncccc1C(=O)Oc1ccccc1Cl)Nc1ccc(C(F)(F)F)cc1Cl	-16	·	·	0%	3%	·
CCOc1c(C(N)=O)c(-c2ccccc2)c2c(=O)[nH]c3ccccc3n12	-60*	-6%	-12%	7%	-2%	8%
CCC(=NCc1ccco1)c1c(C(F)(F)F)[nH]n(-c2nc3ccccc3s2)c1=O	-24	6%	3%	-11%	0%	-19%
CCOc1ccc(C(O)(c2ccccc2OC)C(CN2CCCC2)c2ccccc2)cc1 (configuration not stated)	?	-2%	-10%	-2%	?	?
COc1c(Cl)cc(Cl)cc1CNCCNCC(C)O (configuration not stated)	-15	19%	?	11%	3%	·
O=C(c1ccco1)[C@@H]1[C@@H]2C(=O)N(c3ccccc3)C(=O)[C@@H]2C2c3ccccc3C=CN21 (some centres not stated)	48	0%	6%	56µM*	-13%	-21%
Cn1nccc1C(=O)Nc1ccc(Cl)cc1	17	8%	15%	11%	-3%	-1%
Cc1ccc(NC(=O)CN(C)C(=O)c2ccc(Cl)c([N+](=O)[O-])c2)cc1	?	3%	-16%	-11%	2%	-1%
O=C(Cn1nc(-c2ccccc2)ccc1=O)NCc1ccc(F)cc1Cl	53	·	·	-1%	-5%	·
CCN(CC)CCCNC(=O)c1cc(-c2ccccc2)c(N2CCCCC2)s1	-18	-4%	6.3µM*	9%	-6%	5%
Cc1cccc(-c2nnc3n(CCc4ccccc4)c(=O)c4ccccc4n23)c1	5	·	·	5%	17%	·
O=S(=O)(c1ccc(NC(=S)N2CCN(c3ccc(O)cc3)CC2)cc1)N1CCOCC1	-63*	-6%	?	-8%	1%	-10%
COC(=O)c1ccc(Cl)c(NC(=O)Cc2ccccc2[N+](=O)[O-])c1	-72*	-26%	14%	-7%	-4%	3%
O=C(O)C1CCCN1S(=O)(=O)c1ccc(Br)s1 (configuration not stated) (tested in a mixture with another compound)	10	-11%	15%	-6%	0%	2%
O=C(O)c1ccc(CSc2ncn[nH]2)cc1	-15	0%	-9%	-2%	1%	0%
Cc1ccc(NC(=O)c2sccc2-n2cccc2)c(Cl)c1	-28	-3%	1%	2%	-5%	-1%
CCNc1nc2c(c(=O)n(C)c(=O)n2C)n1CCCc1ccccc1	-30	-4%	?	-1%	-3%	6%
Cc1cccc(N2C(=O)/C(=C\c3ccc(C(=O)O)cc3)c3ccccc3C2=O)c1	-21	-14%	10%	0%	-12%	-7%
CCOc1ccc(N2C(=O)c3[nH]nc(-c4ccc(OC)cc4)c3C2c2cccs2)cc1 (configuration not stated)	-95*	·	·	-2%	1%	·

Four structures from above, ordered by number of heavy atoms, largest number first.
SMILES	HCMV antiviral	AMA1 RON2 block	HCV inhibitor	Sm TGR inh	AmpC detergent	Giardia FBPA inh
COc1ccc(N(CC(=O)NCC2CCCO2)C(=O)CCC(=O)Nc2cc(C)on2)cc1OC (configuration not stated)	-17	2%	8%	2%	-6%	2%
CCC(=NCc1ccco1)c1c(C(F)(F)F)[nH]n(-c2nc3ccccc3s2)c1=O	-24	6%	3%	-11%	0%	-19%
CCN(CC)CCCNC(=O)c1cc(-c2ccccc2)c(N2CCCCC2)s1	-18	-4%	6.3µM*	9%	-6%	5%
O=C(COC(=O)COc1ccccc1)NCc1ccccc1	-14	4%	16%	1%	-5%	4%

More records
SMILES	HCMV antiviral	AMA1 RON2 block	HCV inhibitor	Sm TGR inh	AmpC detergent	Giardia FBPA inh
O=[N+]([O-])c1cc(Br)c(O)c(/C=N/Nc2nc3ccccc3s2)c1	-32	-27%	13%	-2%	?	?
CCCSc1ccc([C@@H]2[C@H]3C(=O)N(CC)C(=O)[C@H]3[C@]3(C(=O)OC)CCCN23)cc1	20	-1%	0%	-29%	-12%	·
CCc1ccc(S(=O)(=O)Nc2c(C)n(C)n(-c3ccccc3)c2=O)cc1	-30	-2%	-4%	7%	-2%	7%
c1ccc(N2OCC3Cn4c(nc5ccccc54)C32)cc1 (configuration not stated)	56	25%	13%	?	-6%	-22%
COc1ccc(S(=O)(=O)c2cn(C)c3cc(N4CCOCC4)c(F)cc3c2=O)cc1	-7	·	·	-2%	18%	·
O=[N+]([O-])c1cc(-c2nc(-c3ccccc3)no2)ccc1NC1CCCCC1	2	·	·	-13%	4%	·
Cc1ccc(NC(=O)CCNS(=O)(=O)c2ccc3c(c2)oc(=O)n3C)cc1	39	-13%	5%	0%	?	3%
CN(CCc1ccccn1)C(=O)Nc1cccc(Cl)c1	42	3%	32%[activator]	20%	6%	-1%
CCOC(=O)c1c(NC(=O)c2ccc(S(=O)(=O)N3CCC(C)CC3)cc2)sc2c1CCN(CC)C2	-82*	·	·	3%	2%	·
COc1ccccc1CNC(=O)COCc1cc(-c2cccs2)on1	-9	·	·	3%	16%	·
O=C(c1ccco1)N1CCCC(N2CCN(c3cccc(C(F)(F)F)c3)CC2)C1 (configuration not stated)	24	0%	22µM*	-19%	5%	·
O=C(CCCC(=O)Nc1cccc(Br)c1)N/N=C/c1cc([N+](=O)[O-])ccc1O	20	79%[activator]	0%	9%	-8%	29%
Clc1cccc(-c2nnc(CN3CCN(c4ccccn4)CC3)o2)c1	20	·	·	-3%	0%	·
COc1ccc(C(=O)NCc2nnc(SC)n2Cc2ccccc2)cc1	-17	22%	-7%	11%	-4%	3%
COc1ccc(C)cc1NC(=O)CSc1nc2scc(C)c2c(=O)[nH]1	27	-1%	0%	5%	-8%	·
N#Cc1c(N)nc2c(c1-c1ccccc1)CCCC2	-12	5%	-5%	6%	?	3%
COC(=O)C1=NNC(C(=O)OC)C1c1ccccc1 (configuration not stated)	-36	14%	30%	·	·	·
NC(=O)C1CCN(C(=O)c2cccc(CN3C(=O)c4ccccc4C3=O)c2)CC1	7	-9%	5%	-1%	0%	·
Cc1ccc(OCc2nnc(SCC(N)=O)n2N)cc1	-11	0%	2%	9%	-1%	3%
CC(=O)Oc1c(C(C)C)cc(N(C(C)=O)c2ccccc2)cc1C(C)C	29	-2%	-15%	·	·	·
C=CCOC(=O)C1=C(C)N=C2SCCC(=O)N2C1/C=C/c1ccccc1OC (configuration not stated)	?	-8%	-17%	8%	4%	-4%
CCOC(=O)Cn1cc(C(=O)OC)c2ccccc21	38	0%	5%	-32%	-14%	3%
CCCC(=O)NCCc1cc2ccc(OC)cc2[nH]c1=O	34	14%	9%	7%	2%	-7%
COCCN(C(=O)COC(=O)CNC(=O)c1ccc(C)cc1)c1c(N)n(Cc2ccccc2)c(=O)[nH]c1=O	2	-1%	13%	·	·	·
CCOc1cc(C(=O)N2CCc3cc(OC)c(OC)cc3C2)ccc1OC(F)F	-72*	·	·	-22%	-5%	?

Profiles, looked up by structure. Screens in order: HCMV antiviral, AMA1 RON2 block, HCV inhibitor, Sm TGR inh, AmpC detergent, Giardia FBPA inh
CC(=O)Oc1c(C(C)C)cc(N(C(C)=O)c2ccccc2)cc1C(C)C reads 29, -2%, -15%, ·, ·, ·
COC(=O)C1=NNC(C(=O)OC)C1c1ccccc1 (configuration not stated) reads -36, 14%, 30%, ·, ·, ·
N#Cc1c(N)nc2c(c1-c1ccccc1)CCCC2 reads -12, 5%, -5%, 6%, ?, 3%

In a second layout: 3 of the compounds above
Value order: HCMV antiviral	AMA1 RON2 block	HCV inhibitor	Sm TGR inh	AmpC detergent	Giardia FBPA inh
- CCOC(=O)Cn1cc(C(=O)OC)c2ccccc21
→ 38	0%	5%	-32%	-14%	3%
- COc1ccc(C)cc1NC(=O)CSc1nc2scc(C)c2c(=O)[nH]1
→ 27	-1%	0%	5%	-8%	·
- O=C(CCCC(=O)Nc1cccc(Br)c1)N/N=C/c1cc([N+](=O)[O-])ccc1O
→ 20	79%[activator]	0%	9%	-8%	29%

More results.
SMILES	HCMV antiviral	AMA1 RON2 block	HCV inhibitor	Sm TGR inh	AmpC detergent	Giardia FBPA inh
CN1Cc2sc(N)c(C#N)c2CC1(C)C	-30	22%	-19%	0%	-4%	-23%
O=C(O)CSCC(=O)Nc1ccc(C(F)(F)F)cc1	-32	11%	16%	·	-2%	8%
COc1ccc(C(=O)CSc2n[nH]c(=O)n2Cc2ccco2)cc1	55	-5%	-16%	-23%	-2%	10%
COc1cccc(CNC(=O)Cc2ccc(NC(=O)C3=C(C)OCCS3)cc2)c1	13	-1%	-23%	-13%	-4%	·
Cc1cc(/C=C2\SC(N)=NC2=O)c(C)n1-c1ccc(F)cc1	-28	-11%	-2%	0%	-7%	-25%
CC(C)c1ccc(N=Nc2c(O)[nH]c(=O)[nH]c2=O)cc1	-15	7%	6%	0%	2%	-2%
c1ccc(CCNc2c3c(nc4ncnn24)CCC3)cc1	-39	-1%	·	-21%	-3%	-3%
Cn1c2c(c(=O)n(C)c1=O)C1(C(=O)Nc3ccccc31)C(C#N)=C(N)O2 (configuration not stated)	25	12%	7%	?	-3%	?
O=C(COc1ccccc1C(=O)NCC1CCCO1)Nc1ccc(Br)cc1 (configuration not stated)	-31	14%	-22%	3%	-3%	1%
CCOC(=O)C1(CCOc2ccccc2)CCN(Cc2cnc(C)[nH]2)CC1	-6	12%	?	9%	7%	4%
COc1ccc(S(=O)(=O)NCC2CCCN(C(=O)CNC(C)=O)C2)cc1 (configuration not stated)	4	23%	9%	0%	3%	-2%
O=C(Nc1nc(-c2ccc(Br)cc2)ns1)c1ccccc1F	7	·	·	1%	-4%	·
Cn1c(-c2ccc(F)cc2)cnc1NCc1ccc(C#N)cc1	11	?	1%	2%	-7%	-21%
COc1ccc(OCc2nc(C#N)c(NCCCn3ccnc3)o2)cc1	-27	-18%	1%	3%	5%	5%
Cn1c(=O)oc2cc(S(=O)(=O)N3CCC(C(=O)NCc4cccs4)CC3)ccc21	-9	13%	6%	0%	-9%	0%
Cc1cn2c(=O)cc(COC(=O)COc3ccccc3C)nc2s1	8	·	·	3%	18%	·
COc1cccc(CN(C)C(=O)c2ccc(Cl)c(S(=O)(=O)N3CCCCCC3)c2)c1OC	?	-3%	?	·	·	·

Fetched one by one from the list above (three):
SMILES	HCMV antiviral	AMA1 RON2 block	HCV inhibitor	Sm TGR inh	AmpC detergent	Giardia FBPA inh
O=C(Nc1nc(-c2ccc(Br)cc2)ns1)c1ccccc1F	7	·	·	1%	-4%	·
Cn1nccc1C(=O)Nc1ccc(Cl)cc1	17	8%	15%	11%	-3%	-1%
CCc1ccc(S(=O)(=O)Nc2c(C)n(C)n(-c3ccccc3)c2=O)cc1	-30	-2%	-4%	7%	-2%	7%

Screens (PubChem)
